# CAL-PDZ inh HTS = blocks peptide binding to the human CAL PDZ domain. AID 602252. hit rate 0.92% among 300,000. Q9HD26. inhibition, % at 24.9 µM. purified CAL PDZ, TMR-peptide fluorescence polarization, 1 h;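 active means mean inhibition of at least 30% with at least half of replicates also reaching 30%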;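 further: 0% = DMSO neutral control and 100% = excess unlabeled competitor peptide PRC23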
# V-ATPase pH = regulators of yeast V-ATPase proton transport. hit rate 0.37% among 350,000. response, % at 10 µM. AID 504577. S. cerevisiae, pHLuorin cytosolic pH fluorescence; in the data active means response mostly above about 7.3%, no sharp cut-off; inactive means mostly below about 5.4%; further: actives read high; inactives centre near 0; some compounds called inactive have numbers as strong as hits; reference of the scale not given here
# LANA DNA inh = KSHV C-LANA DNA binding inhibition; hit rate 0.078% among 340,000; MBP-C-LANA/FAM-LBS DNA binding, fluorescence polarization; inhibition, % at 9 µM;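 active means highest replicate inhibition at or above 60% at 9 µM, even if other replicates fall short; inactive means all replicates below 60% inhibition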;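 further: 0% = neutral control wells and 100% = 4 µM acridine orange control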
# RTF Ca sens inh = cardiac RTF calcium desensitization | IANBD-labeled cardiac RTF, Ca2+ fluorescence | AID 493244 | hit rate 0.12% among 340,000 | P19429+P45379 | inhibition, % at 7.15 µM;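 active means inhibition above the mean inhibition of all tested compounds plus 3 SD, cut at about 17% in these data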;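 further: assay run at fixed EC70 calcium of 1.6 mM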
# HTR5A inv ctr = inverse agonist of human HTR5A in OPRM1-OPRD1 counter-screen; HTR5A cell line, luminescence, inverse agonism; inhibition, % at 9.3 µM; P47898; hit rate 0.083% among 340,000; in the data active means inhibition mostly above about 23%, no sharp cut-off; inactive means mostly below about 18%;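 further: 0% = cells with DMSO and 100% = no-cell wells with DMSO; some compounds called inactive have numbers as strong as hits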
# Target sequence (P47898 whole entry, looked up): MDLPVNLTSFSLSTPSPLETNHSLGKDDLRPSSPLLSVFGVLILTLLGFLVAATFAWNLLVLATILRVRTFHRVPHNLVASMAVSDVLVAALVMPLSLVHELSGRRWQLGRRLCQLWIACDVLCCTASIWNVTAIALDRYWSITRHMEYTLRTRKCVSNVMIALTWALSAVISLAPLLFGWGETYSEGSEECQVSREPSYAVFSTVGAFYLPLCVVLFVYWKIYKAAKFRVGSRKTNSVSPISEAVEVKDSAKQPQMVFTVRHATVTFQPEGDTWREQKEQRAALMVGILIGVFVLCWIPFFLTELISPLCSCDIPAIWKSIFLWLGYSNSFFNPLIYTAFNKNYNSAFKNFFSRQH
# cardiac RTF act = cardiac RTF calcium sensitization; P19429+P45379; IANBD-labeled TnC RTF fluorescence at EC20 calcium; 0% EC20 calcium, 100% full calcium; activation, % at 7.2 µM; hit rate 0.24% among 340,000; AID 493008;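 active means activation above the mean over all tested compounds plus 3 SD, cut at about 30% in these data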;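 further: rise in fluorescence read as greater calcium sensitivity of cardiac thin filaments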
# OPRM1-OPRD1 ag = agonists of human mu-delta opioid receptor heterodimerization; P35372+P41143; cells, OPRM1-OPRD1 heterodimerization, luminescence; activation, % at 9.3 µM; hit rate 0.3% among 340,000; AID 504326; in the data active means activation above about 18%;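 further: 0% = vehicle-treated cells and 100% = reference agonist; values of inactives mirror those of a sister screen read the other way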
# OPRM1-OPRD1 inv = inverse agonists of human mu-delta opioid receptor heterodimerization | cell-based MOR-DOR heterodimer luminescence, inverse agonism | inhibition, % at 9.3 µM | hit rate 0.21% among 340,000; in the data active means inhibition above about 22%, passing the limit was not always enough;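 further: 0% = cells with DMSO and 100% = wells without cells with DMSO; values of inactives mirror those of a sister screen read the other way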
# Keap1-Nrf2 PPI = disrupts human Keap1 binding to Nrf2 peptide. hit rate 0.15% among 340,000. Q14145. AID 504523. Keap1 Kelch-Nrf2 peptide fluorescence polarization, 1536-well. inhibition, % at 9.4 µM; in the data active means inhibition above about 12%;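 further: human Keap1 Kelch domain with fluorescein labeled Nrf2 9mer peptide probe; 0% = neutral control wells and 100% = peptide positive control; higher means more block of Keap1 binding to Nrf2 peptide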
# Target sequence (Q14145 whole entry, looked up, the tested form may be a part): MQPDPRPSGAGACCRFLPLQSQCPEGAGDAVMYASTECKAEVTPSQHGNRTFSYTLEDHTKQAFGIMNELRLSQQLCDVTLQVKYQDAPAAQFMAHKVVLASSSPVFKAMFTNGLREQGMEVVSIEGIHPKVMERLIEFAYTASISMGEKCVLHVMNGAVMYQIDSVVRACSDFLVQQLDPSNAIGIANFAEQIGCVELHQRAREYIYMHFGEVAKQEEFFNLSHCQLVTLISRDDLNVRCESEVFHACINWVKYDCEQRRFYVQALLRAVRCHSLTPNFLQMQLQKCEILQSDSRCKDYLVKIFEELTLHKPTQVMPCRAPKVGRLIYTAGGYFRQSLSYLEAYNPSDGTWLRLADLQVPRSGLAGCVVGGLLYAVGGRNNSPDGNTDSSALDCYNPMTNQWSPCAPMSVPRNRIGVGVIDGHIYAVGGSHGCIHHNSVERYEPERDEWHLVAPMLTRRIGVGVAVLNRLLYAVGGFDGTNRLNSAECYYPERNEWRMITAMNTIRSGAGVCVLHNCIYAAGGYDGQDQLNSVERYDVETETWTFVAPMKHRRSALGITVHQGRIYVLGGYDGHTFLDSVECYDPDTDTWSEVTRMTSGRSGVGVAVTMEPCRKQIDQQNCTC
# HTR5A ag = counter-screen for OPRM1-OPRD1 agonists: human HTR5A agonism; HTR5A agonist assay, luminescence, cell-based; activation, % at 9.3 µM; hit rate 0.61% among 340,000; in the data active means activation mostly above about 9.5%, no sharp cut-off; inactive means mostly below about 7.6%;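 further: 0% = cells with vehicle only and 100% = reference agonist; strong numbers were not always called active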
# Active calls of the source: *; x = not tested or not shown. This is a random part of the collection. Share with any hit: about 2.8%.
# The first two compounds (preview)
# Values run as follows: CAL-PDZ inh HTS	V-ATPase pH	LANA DNA inh	RTF Ca sens inh	HTR5A inv ctr	cardiac RTF act	OPRM1-OPRD1 ag	OPRM1-OPRD1 inv	Keap1-Nrf2 PPI	HTR5A ag
- O=C(Nc1ccc(S(=O)(=O)N2CCc3ccccc3C2)cc1)C1CCCO1 (configuration not stated)
  0	-3	2.1	0	0	-5	1.0	-6	1	-3
- CCC(CC)c1nnc(NC(=O)CC(C)c2ccccc2)s1 (configuration not stated)
  -4	3	0.9	-1	-39	4	5.5	-26	-1	12*

# All compounds of this part, from the start:
# Values run as follows: CAL-PDZ inh HTS	V-ATPase pH	LANA DNA inh	RTF Ca sens inh	HTR5A inv ctr	cardiac RTF act	OPRM1-OPRD1 ag	OPRM1-OPRD1 inv	Keap1-Nrf2 PPI	HTR5A ag
- O=C(Nc1ccc(S(=O)(=O)N2CCc3ccccc3C2)cc1)C1CCCO1 (configuration not stated)
  0	-3	2.1	0	0	-5	1.0	-6	1	-3
- CCC(CC)c1nnc(NC(=O)CC(C)c2ccccc2)s1 (configuration not stated)
  -4	3	0.9	-1	-39	4	5.5	-26	-1	12*
- O=C(CS(=O)c1ccc(Br)cc1)N1CCOCC1 (configuration not stated)
  -5	-3	-2.3	-3	0	-3	-4.1	18	2	0
- CCOc1ccc(C(=O)C(C)OC(=O)Cn2cnc3c2c(=O)n(C)c(=O)n3C)cc1 (configuration not stated)
  -3	3	-0.9	-7	6	1	-1.5	8	-5	3
- CCN(CC)C(=O)CCc1nnc(CCc2c[nH]c3ccccc23)o1
  3	2	-0.3	-4	-11	-3	-1.1	8	1	7
- CCCn1c2ccccc2c2nnc(SCC(=O)OCC)nc21
  -2	0	-0.1	-5	9	-1	-2.3	10	-1	-4
- CCOC(=O)C(NC(=O)CC)(Nc1ccc(S(=O)(=O)Nc2ncccn2)cc1)C(F)(F)F (configuration not stated)
  -2	-3	-4.0	-4	18	0	-2.3	14	-4	10
- Cc1ccc(C(C(=O)NCc2ccc(F)cc2)N(Cc2ccco2)C(=O)c2snc(C(N)=O)c2N)o1 (configuration not stated)
  -5	0	0.2	-3	-18	-3	-1.1	6	1	6
- COCCNC(=O)C(c1ccc(C)cc1)N(C(=O)CCC(=O)Nc1ccccn1)c1ccc(F)cc1 (configuration not stated)
  -4	-2	-0.8	-4	-3	-1	-0.9	6	-4	-6
- Cc1ccc(C(C)C)c(OCC(=O)Nc2ccc3c(c2)nc(CCN2CCCCC2)n3C)c1
  -3	2	-1.5	-1	-28	-2	0.9	-5	-2	7
- COC(=O)[C@H](CCSC)NC(=O)Nc1cc(C)ccc1C
  1	3	-0.9	-5	7	5	-1.1	6	1	-2
- NC(=O)c1ccsc1NC(=O)CSc1ccccc1F
  -2	-2	0.5	-1	8	2	-1.2	7	-3	1
- CCCCOc1ccc(C(=O)N/C(=C\c2cccc([N+](=O)[O-])c2)C(=O)OCc2ccco2)cc1
  -7	-1	1.3	-1	9	-3	-0.4	3	-1	0
- Nc1ccn(Cc2ccccc2F)n1
  -7	2	-1.2	-3	-15	-7	-0.3	2	-1	-3
- O=C(O)c1ccc(NS(=O)(=O)c2cc(Cl)ccc2Cl)cc1O
  -1	4	2.1	2	-31	1	-2.8	16	-3	-5
- COc1ccc(COC(=O)C2=C(C)NC(=O)NC2c2cccc(Br)c2)cc1 (configuration not stated)
  -8	5	0.3	-1	21	0	1.6	-8	-1	2
- CN(Cc1ccccc1)C(=O)CN1C(=O)NC(C)(c2ccc(C(C)(C)C)cc2)C1=O (configuration not stated)
  2	0	-1.3	-11	9	-3	-0.8	5	5	-3
- O=[N+]([O-])c1ccc(C=NN2CCCCCC2)cc1
  x	1	1.3	-6	-6	3	3.9	-19	-2	2
- CCOC(=O)N1CCN(CC(=O)Nc2nc3ccc(OC)cc3s2)CC1
  x	2	0.0	-2	-44	-6	-2.3	12	0	4
- Cc1ccc(CSc2ccc(C(=O)N3CCOCC3)cc2[N+](=O)[O-])cc1
  4	-2	0.3	-4	26	-1	-2.8	15	-4	-3
- Cc1cccc(OCCCN2C(=O)C(=O)c3cc(C)ccc32)c1
  5	3	0.2	4	-9	1	-3.2	16	0	3
- CC(OC(=O)CCc1ccccc1)C(=O)Nc1ccc(Cl)cn1 (configuration not stated)
  1	-1	-3.1	-2	-15	4	0.5	-2	0	-3
- CNC(=S)N1CCc2cc(OC)c(OC)cc2C1COc1ccc(OC)cc1 (configuration not stated)
  3	-3	1.3	-4	8	5	-2.3	10	-2	-3
- CC1Cc2ccccc2N1C(=O)Cn1cnc2c1c(=O)n(C)c(=O)n2C (configuration not stated)
  -2	5	1.1	-4	x	-3	x	x	0	x
- Nc1ncnc2c1ncn2-c1ccccc1Cl
  -3	0	0.8	-2	11	0	-3.6	19	-2	-3
- O=C1CC(c2ccco2)CC2=C1C1c3ccccc3C(=O)N1c1ccccc1N2 (configuration not stated)
  -1	2	2.0	-8	1	2	-3.1	15	-3	-1
- Fc1ccc2cnc(-c3ccccc3)cc2c1
  -1	0	2.9	-7	2	-1	1.9	-9	-2	-1
- CCOC(=O)Oc1ccc(/C=C2\N=C(C)OC2=O)cc1
  -2	11	-0.4	-8	-5	-1	-1.6	7	-11	1
- Cc1ccc(C2NC(=O)c3ccccc3N2)s1 (configuration not stated)
  -2	0	0.1	5	-14	-3	-2.0	12	-3	-1
- COc1cc(/C=N/NC(=O)C(=O)Nc2ccccn2)ccc1O
  2	4	1.4	-15	0	-2	-0.6	3	-5	-2

# Record cards, as listed above:
# O=C(O)c1ccc(NS(=O)(=O)c2cc(Cl)ccc2Cl)cc1O in the list: CAL-PDZ inh HTS = -1; V-ATPase pH = 4; LANA DNA inh = 2.1; RTF Ca sens inh = 2; HTR5A inv ctr = -31; cardiac RTF act = 1; OPRM1-OPRD1 ag = -2.8; OPRM1-OPRD1 inv = 16; Keap1-Nrf2 PPI = -3; HTR5A ag = -5
# Nc1ncnc2c1ncn2-c1ccccc1Cl in the list: CAL-PDZ inh HTS = -3; V-ATPase pH = 0; LANA DNA inh = 0.8; RTF Ca sens inh = -2; HTR5A inv ctr = 11; cardiac RTF act = 0; OPRM1-OPRD1 ag = -3.6; OPRM1-OPRD1 inv = 19; Keap1-Nrf2 PPI = -2; HTR5A ag = -3

# New compounds follow:
# Values run as follows: CAL-PDZ inh HTS	V-ATPase pH	LANA DNA inh	RTF Ca sens inh	HTR5A inv ctr	cardiac RTF act	OPRM1-OPRD1 ag	OPRM1-OPRD1 inv	Keap1-Nrf2 PPI	HTR5A ag
- COc1ccccc1CNC(=O)c1ccc(CS(=O)(=O)c2ccc(C)cc2)o1
  -4	-2	-0.7	-8	10	-3	-1.0	5	-1	7
- CCOC(=O)NC1(C(F)(F)F)N=C(c2ccccc2)NC1=O (configuration not stated)
  -3	3	-0.1	-7	-9	3	0.9	-4	-2	4
- CC(=O)Nc1ccc2sc(NC(=O)CN3CCOCC3)nc2c1
  x	-7	-0.6	-6	-2	5	-0.6	3	-3	-2
- CC(C)N(CCc1ccncc1)C(=S)Nc1ccc(F)c(Cl)c1
  12	-2	-1.2	-6	7	-2	-0.1	0	-8	0
- O=C1c2cccnc2C(=O)N1c1cccc([N+](=O)[O-])c1
  -9	-2	-0.3	2	10	2	-2.9	13	-6	-3
- O=C(NCCS(=O)(=O)NC1CCCCC1)c1ccc2c(c1)OCO2
  -5	7.1*	-0.1	-9	13	3	-0.7	4	-3	-4
- Cc1ccc(CN2CC(C(=O)N(C)CC(=O)Nc3cccc(F)c3)CC2=O)cc1 (configuration not stated)
  12	0	1.5	-1	24	2	-1.9	8	0	-9
- CC1CCN(CCNC(=O)C2CCCN(S(=O)(=O)c3cccc4nsnc34)C2)CC1 (configuration not stated)
  -1	1	-2.4	-10	-5	-3	0.1	0	1	1
- O=C(O)CSc1nc2sc3c(c2c(=O)n1-c1ccccc1)CCC3
  -4	3	-0.6	-8	-44	2	-0.5	3	-6	0
- CCOC(=O)C1CCN(S(=O)(=O)c2ccc(CN3C(=O)c4cccnc4C3=O)cc2)CC1
  -1	0	-1.2	-8	8	2	-3.3	16	4	-2
- CCN(CC)CC(=O)Nc1ccccc1SCC(=O)Nc1ccsc1C(=O)OC
  -4	2	-0.1	5	4	1	-3.1	16	-4	-7
- C[C@@H](C(=O)N[C@@H](Cc1c[nH]c2ccccc12)C(=O)O)n1nnc2ccccc2c1=O
  -8	-1	0.0	3	5	3	-1.3	7	-4	-2
- Cc1ccc(CCNC(=O)C2CCCN(S(=O)(=O)N3CC(C)CC(C)C3)C2)cc1 (configuration not stated)
  -1	-3	1.0	-6	-7	2	1.6	-8	1	-1
- Cc1ccc(CSCCNC(=O)CN2C(=O)c3ccccc3S2(=O)=O)cc1
  -3	1	0.2	-10	14	-2	1.5	-9	2	-6
- Nc1nc(NCc2cccs2)nn1-c1ccccc1
  -1	0	0.8	-4	1	-3	-1.9	10	0	3
- Cc1ccccc1Oc1ccccc1N
  -3	-1	-0.1	-4	1	-4	-1.8	11	-1	-1
- CCOc1ccccc1-n1nnnc1SC(C)C(=O)OC (configuration not stated)
  -2	0	-0.5	11	0	1	-2.1	10	0	0
- CCOC(=O)Cc1csc(N/C(=N/S(=O)(=O)c2ccc(F)cc2F)c2ccccc2)n1
  -6	-2	-0.6	2	9	1	-2.5	14	0	1
- O=C(CN(C(=O)c1csnn1)c1cccc(C(F)(F)F)c1)NCc1ccc(F)cc1
  -2	2	0.0	-9	-19	-3	-0.2	2	-3	7
- N#Cc1ccc(OCC(=O)OCC(=O)Nc2ccc(N3CCOCC3)cc2)cc1
  -2	-3	2.0	1	-6	-6	-0.2	1	5	2
- Cc1ccc(Cl)cc1NC(=O)C1CC(=O)Nc2ncnn21 (configuration not stated)
  -5	2	2.2	3	-12	12	0.0	0	-2	5
- N#Cc1cc(-c2ccccc2)nnc1Sc1ccccc1
  x	9	0.6	-4	-14	-5	-0.7	3	-3	4
- CC1=C(c2ccc(Cl)cc2)[N+](=O)C(C)(C)N1[O-]
  -4	-2	1.5	-32	-4	2	1.2	-8	1	2
- CC1(C)C(=O)Nc2ccccc2N1C(=O)COC(=O)C12CC3CC(CC(O)(C3)C1)C2
  -3	-2	7.2	2	5	-2	-3.0	16	-2	-1
- CC(C)=C1SC(N2CCN(c3ccc(C)c(Cl)c3)CC2)=NC1=O
  -3	-3	-0.7	-3	-13	0	0.5	-2	-2	1
- Cc1cccc(NC(=O)C2CCCN2/C=C/C(=O)C(F)(F)F)c1C (configuration not stated)
  -4	-2	1.1	-3	-1	3	-2.0	10	2	-4
- CCN(CC)C(=O)c1cc2cc(Br)ccc2oc1=O
  x	0	-0.9	3	-19	0	-0.7	4	0	4

# Rewritten as comma-separated lines: two of the compounds above.
Molecule,CAL-PDZ inh HTS,V-ATPase pH,LANA DNA inh,RTF Ca sens inh,HTR5A inv ctr,cardiac RTF act,OPRM1-OPRD1 ag,OPRM1-OPRD1 inv,Keap1-Nrf2 PPI,HTR5A ag
C[C@@H](C(=O)N[C@@H](Cc1c[nH]c2ccccc12)C(=O)O)n1nnc2ccccc2c1=O,-8,-1,0.0,3,5,3,-1.3,7,-4,-2
CNC(=S)N1CCc2cc(OC)c(OC)cc2C1COc1ccc(OC)cc1 (configuration not stated),3,-3,1.3,-4,8,5,-2.3,10,-2,-3

# Screening results deposited in PubChem by several laboratories.
